Screens from PubChem BioAssay.
Phagocyt inh = inhibitors of macrophage phagocytosis; J774A.1 macrophage IgG-bead phagocytosis, imaging; inhibition, % at 5 µM; actives 0.07% (n = 110,000);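 active = inhibition above the mean of the plate negative controls plus 5 SD, cut at about 13% in these data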;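 also: phagocytic index as fraction of beads internalized from green versus red external bead signal; plate controls were DMSO negative control for no effect and cytochalasin-D positive control for full effect; some results beyond the cut were filed as inactive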
Yeast life ext = extends the lifespan of yeast; S. cerevisiae growth with nicotinamide, OD615; deaD strain in restrictive glucose medium; inhibition of the nicotinamide effect, % at 10 µM; actives 0.68% (n = 130,000); AID 775;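 active = inhibition above a set limit, placed 3 SD over the median of all compounds, cut at about 26% in these data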;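 also: 0% = nicotinamide-treated wells and 100% = cells grown without nicotinamide; some compounds called inactive have numbers as strong as hits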
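Assay system: engineered S. cerevisiae DeaD replicative-lifespan strain, galactose-grown log-phase cells; Buffer or medium: CSMM-D glucose medium, restrictive; Probe or stimulus: nicotinamide 1.5 mM; Compound: single dose 10 µM compound, 0.25% DMSO; Schedule: 4 h preincubation then 48 h treatment at 30 °C; Technique: OD615 measurement.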
HCT116 bCat-KO = beta-catenin-lacking colon tumor cell growth suppression | HCT116 beta-catenin knockout viability, CellTiter-Glo, 60 h; stronger effect = lower value | AID 818 | actives 1.5% (n = 140,000) | viability, % at 10 µM;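 active = viability at or under a set limit, the compound median less 4 SD, cut at about 6% in these data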;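 also: 0% = Hyamine 1622 control at 20 µM and 100% = untreated cell control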
HCT116 PTEN-null = growth suppressors of cells with PTEN tumor suppressor deletion. HCT116 PTEN-null viability, CellTiter-Glo, 60 h; stronger effect = lower value. viability, % at 10 µM. actives 1.2% (n = 140,000);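 active = viability at or below a set limit, 4 SD under the median of all tested compounds, cut at about 3.7% in these data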;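 also: PTEN knockout HCT116 line with beta catenin targeted HCT116 as companion control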
Measles CPE = protection of cells from measles virus. Measles virus-infected cells, CPE protection, absorbance. protection (pct of control), % at 4 µM. actives 1.5% (n = 140,000); in the data active = protection mostly above about 24%, no sharp cut-off; inactive = mostly below about 26%; also: some compounds called inactive have numbers as strong as hits
Yeast growth inh = yeast BB579 growth reduction in restrictive medium; S. cerevisiae BB579 growth, OD615, 48 h; inhibition, % at 10 µM; actives 0.51% (n = 140,000);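 active = inhibition above a set limit, 3 SD over the mean compound inhibition, cut at about 44% in these data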; also: inactives centre near -24
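controls = amphotericin B 10 µg/mL, positive | assay system = DeaD yeast strain BB579 | schedule = 48 h compound exposure at 30 °C after 4 h preincubation | detection = OD615 turbidity measurement | medium = restrictive CSMM-D medium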
MRP1 act = MRP-1 activation | actives 0.61% (n = 140,000) | viability increase, % at 10 µM | H69AR cells + doxorubicin, viability rescue, CellTiter-Glo;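 active = viability gain under doxorubicin at or above a set limit, the compound median plus 3 SD, cut at about 4.7% in these data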;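 also: MRP-1 overexpressing cells given doxorubicin 25 µM after compound pretreatment; 18-22 h compound pretreatment then 72 h with doxorubicin before readout; 0% = doxorubicin-only wells and 100% = vehicle-treated cells without doxorubicin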
GALR2 blocker = GALR2 (human) receptor antagonism. O43603. GALR2-expressing cells, antagonist mode. inhibition, % at 4 µM. actives 0.39% (n = 140,000). AID 828; in the data active = inhibition above about 27%;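 also: cells stimulated with galanin 1-16 at roughly its EC80; 0% = agonist challenge control and 100% = basal control without agonist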
Target sequence (O43603 whole entry, looked up): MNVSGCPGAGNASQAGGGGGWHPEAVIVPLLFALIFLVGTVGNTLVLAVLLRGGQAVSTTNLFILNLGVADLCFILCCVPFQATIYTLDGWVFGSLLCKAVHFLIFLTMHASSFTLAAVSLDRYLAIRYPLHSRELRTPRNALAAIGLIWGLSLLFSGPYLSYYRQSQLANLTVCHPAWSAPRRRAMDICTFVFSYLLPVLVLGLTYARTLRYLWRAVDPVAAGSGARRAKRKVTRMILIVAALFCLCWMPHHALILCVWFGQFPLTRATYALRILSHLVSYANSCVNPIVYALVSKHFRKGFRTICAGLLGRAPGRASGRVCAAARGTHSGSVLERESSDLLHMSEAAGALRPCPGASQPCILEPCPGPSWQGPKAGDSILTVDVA
NPY-Y2 antag = antagonists of human neuropeptide Y receptor Y2; inhibition, % at 2.7 µM; P49146; NPY-Y2 expressing cells, antagonist mode; actives 0.99% (n = 140,000); AID 793; in the data active = inhibition above about 17%;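 also: 0% = vehicle with agonist challenge and 100% = reference antagonist with challenge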
Target sequence (P49146 whole entry, looked up): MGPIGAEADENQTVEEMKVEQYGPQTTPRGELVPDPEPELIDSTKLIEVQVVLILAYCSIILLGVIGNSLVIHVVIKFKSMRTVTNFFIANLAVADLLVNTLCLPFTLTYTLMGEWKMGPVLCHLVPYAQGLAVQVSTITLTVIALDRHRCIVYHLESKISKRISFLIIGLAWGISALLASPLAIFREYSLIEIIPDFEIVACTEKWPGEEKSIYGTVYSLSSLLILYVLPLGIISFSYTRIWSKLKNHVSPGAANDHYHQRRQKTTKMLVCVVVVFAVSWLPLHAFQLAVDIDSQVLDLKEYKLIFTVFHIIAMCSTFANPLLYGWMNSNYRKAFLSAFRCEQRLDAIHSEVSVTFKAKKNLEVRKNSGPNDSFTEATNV
E-sel TNF inh = blocks E-selectin expression induced by TNF alpha; HUVEC TNFa-induced E-selectin immunofluorescence, high content; inhibition, % at 2 µM; actives 0.71% (n = 120,000); AID 1246;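 active = inhibition above the batch mean plus 3 SD, and confirmed as a hit on visual image review, cut at about 43% in these data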;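 also: 0% = TNF-stimulated DMSO wells and 100% = unstimulated control wells; not every result past the cut was called active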
The depositor's hits bear a star; . = no result given.

entry	compound	GALR2 blocker	MRP1 act	NPY-Y2 antag	Measles CPE	Yeast life ext
1	COc1ccc(/C=C/C(=O)c2oc3ccc(F)cc3c2C)cc1	-13	-3.4	1	19	5
2	CC(C)(C)c1cccc(OCCCSc2ncccn2)c1	3	-2.2	-2	6	-23
3	COc1cc2nc(-c3ccccc3)nc(N3CCCC3)c2cc1OC	-3	-4.0	3	0	-9
4	Cc1ccc2nc(C(=O)O)c(C(=O)O)nc2c1	-6	-0.6	0	7	-12
5	O=C(O)c1c2c(nc3ccc(F)cc13)CCC2	14	-2.9	5	23	.
6	O=C(Nc1ccc(Cl)c(Cl)c1)Nc1cc(C(=O)NC2CC2)ccc1Cl	3	2.3	3	7	-3
7	Cc1cccc(C(=O)NNC(=O)C(=O)NC(C)(C)C)c1	6	-2.6	2	32	-13
8	c1ccc(-n2c(SCC3CCCCO3)nnc2-c2cnccn2)cc1 (stereo unspecified)	-7	-4.2	0	10	-13

entry	HCT116 PTEN-null	Phagocyt inh	HCT116 bCat-KO	E-sel TNF inh	Yeast growth inh
1	78	-3	77	-7	-41
2	76	0	79	-16	-24
3	77	1	72	7	18
4	91	1	107	-1	2
5	97	.	97	8	-1
6	35	-7	41	.	-7
7	97	.	94	5	-1
8	100	-1	83	7	-18

Further results:
entry	compound	GALR2 blocker	MRP1 act	NPY-Y2 antag	Measles CPE	Yeast life ext
9	O=C(O)c1ccc2c(c1)C(=O)N(C(Cc1ccc(O)cc1)C(=O)O)C2=O (stereo unspecified)	8	1.4	8	4	-5
10	CCOc1ccccc1NC(=O)CN(C)S(=O)(=O)c1ccc(OC)c(C)c1	0	0.4	3	4	-12
11	Cc1cccc(C)c1NC(=S)N(c1ccccc1)C(C)C	-10	-2.7	2	7	1
12	Cc1cc(C)nc(/N=C(\N)C2=C(O)CC(C)(C)CC2=O)n1	1	-0.1	3	3	-21
13	CC1(C)CC(=O)C=C(NCc2ccc(Cl)c(Cl)c2)C1	-9	0.1	18*	11	0
14	Nc1nc(Nc2cccc(F)c2)nc2ccccc12	31*	-5.0	-1	8	-9
15	COc1cc2cccc(OC)c(=O)c2c(O)c1OC	3	-1.2	5	17	-7
16	O=C(COC(=O)c1ccc(Sc2ccccc2)c([N+](=O)[O-])c1)NC1CCS(=O)(=O)C1 (stereo unspecified)	8	-2.1	7	12	-3

entry	HCT116 PTEN-null	Phagocyt inh	HCT116 bCat-KO	E-sel TNF inh	Yeast growth inh
9	105	.	86	.	-32
10	94	1	98	19	-4
11	96	-6	87	-40	-20
12	103	0	102	-17	-26
13	75	.	78	-50	-33
14	71	-3	70	0	-38
15	104	-8	108	.	-21
16	98	-2	98	-27	-26

(more compounds)
entry	compound	GALR2 blocker	MRP1 act	NPY-Y2 antag	Measles CPE	Yeast life ext
17	Nc1c(C(=O)c2ccccc2)sc2snc(SCC(=O)c3ccccc3)c12	0	-0.4	3	5	-13
18	CSc1nc2ccc(NC(=O)c3cc4ccccc4o3)cc2s1	-5	0.9	9	4	-4
19	Fc1ccccc1C(c1nnnn1Cc1ccc2c(c1)OCO2)N1CCN(Cc2ccccc2)CC1 (stereo unspecified)	-16	0.8	2	10	-7
20	Cc1ccc(N2C(=O)C(NC(=O)c3ccccc3F)(C(F)(F)F)C3=C2CC(C)(C)CC3=O)cc1 (stereo unspecified)	10	-0.1	1	28	8
21	CCOC(=O)N1CCN(S(=O)(=O)c2cc(OCC)ccc2OCC)CC1	-16	-3.5	-2	17	2
22	Cn1c(=O)c2c(nc(CN3CCN(CCO)CC3)n2Cc2cccc3ccccc23)n(C)c1=O	-8	-3.5	4	0	-15
23	CC(=O)N1C(O)CC(C)N1c1ccccc1 (stereo unspecified)	5	0.6	1	4	6
24	CC(C)C1Oc2ccccc2N(CC(=O)N(Cc2ccccn2)CC2CCCO2)C1=O (stereo unspecified)	6	-0.2	0	10	-1

entry	HCT116 PTEN-null	Phagocyt inh	HCT116 bCat-KO	E-sel TNF inh	Yeast growth inh
17	66	.	71	-39	-35
18	88	-5	93	10	-33
19	86	0	83	-10	-46
20	79	-3	87	.	-13
21	87	-1	84	.	-56
22	79	-2	76	-17	-38
23	95	-2	102	15	-39
24	92	.	98	-28	-68

Continued.
entry	compound	GALR2 blocker	MRP1 act	NPY-Y2 antag	Measles CPE	Yeast life ext
25	COC(=O)c1c(-c2ccc(C)cc2)csc1NC(=S)NC(=O)c1cc(OC)cc(OC)c1	-11	-2.6	1	14	0
26	COC(=O)c1ccc(NC(=S)NC2CC(C)(C)NC(C)(C)C2)cc1	8	-2.8	-1	4	0
27	Cc1nc(N2CCN(C)CC2)c2sc(=S)n(-c3ccccc3)c2n1	0	-4.3	7	24	-3
28	Cc1cccc(-n2c(N)cc(=O)nc2SC(C)C(=O)NC2CCCCC2)c1 (stereo unspecified)	13	-4.8	2	20	-19
29	CCOC(=O)C1(C)C=C(Nc2ccc(OC)cc2)C(=O)N1c1ccc(OC)cc1 (stereo unspecified)	5	-0.1	1	12	7
30	C=CCC(C#Cc1ccccc1)[N+](C)(C)CC=C (stereo unspecified)	0	-1.1	2	16	-4
31	Cc1ccc(C)c(C(=O)CSc2n[nH]c(C)n2)c1	8	2.7	1	24	1
32	Cc1ccc(NC(=O)C(=O)NCCOc2ccc(Cl)cc2)c(C)c1	-1	2.2	21*	3	6

entry	HCT116 PTEN-null	Phagocyt inh	HCT116 bCat-KO	E-sel TNF inh	Yeast growth inh
25	89	-8	97	5	-30
26	99	-1	96	18	-28
27	88	0	86	-30	-36
28	74	1	79	.	-7
29	101	.	98	.	-39
30	94	-1	100	13	3
31	94	0	92	3	-49
32	96	-6	91	.	-29

Going on with the list:
entry	compound	GALR2 blocker	MRP1 act	NPY-Y2 antag	Measles CPE	Yeast life ext
33	CCN1CCN(Cc2ccc(NC(=O)Nc3cccs3)cc2)CC1	4	-1.5	-2	9	-19
34	Cc1ccc(S(=O)(=O)/C(C#N)=C/c2c(Oc3ccc(Cl)cc3)nc3c(C)cccn3c2=O)cc1	7	-5.2	3	13	8
35	O=C(c1ccc(F)cc1)C1CCN(C(=O)Nc2ccc(F)cc2)CC1	0	-0.9	-2	18	-19
36	S=c1nc(-c2ccc(Br)cc2)oc2c1CCCC2	5	-2.0	1	6	-4
37	Nc1c(Cl)ncnc1N1CCOCC1	0	-1.5	6	13	-4
38	CC(C)OCCCNS(=O)(=O)c1ccc2ccccc2c1	-11	-0.3	3	30*	108*
39	COc1ccc(C(=O)NC2CCN(C(=S)Nc3ccc(C)c(C)c3)CC2)cc1	2	-0.6	1	9	5
40	CCOc1ccc(C(=O)Nc2ccc(-c3cc4ccccc4oc3=O)c(C)c2)cc1[N+](=O)[O-]	5	-4.7	2	3	-2

entry	HCT116 PTEN-null	Phagocyt inh	HCT116 bCat-KO	E-sel TNF inh	Yeast growth inh
33	110	.	96	-3	-29
34	2.0*	-11	2.7*	-7	-69
35	82	.	77	-11	-3
36	90	0	80	4	-12
37	94	.	98	29	-13
38	106	-1	95	-4	-41
39	88	-9	87	-9	-32
40	5	-7	9	40	-19

Of the compounds above, 5 contain a Cl atom.
entry	compound	GALR2 blocker	MRP1 act	NPY-Y2 antag	Measles CPE	Yeast life ext
6	O=C(Nc1ccc(Cl)c(Cl)c1)Nc1cc(C(=O)NC2CC2)ccc1Cl	3	2.3	3	7	-3
13	CC1(C)CC(=O)C=C(NCc2ccc(Cl)c(Cl)c2)C1	-9	0.1	18*	11	0
32	Cc1ccc(NC(=O)C(=O)NCCOc2ccc(Cl)cc2)c(C)c1	-1	2.2	21*	3	6
34	Cc1ccc(S(=O)(=O)/C(C#N)=C/c2c(Oc3ccc(Cl)cc3)nc3c(C)cccn3c2=O)cc1	7	-5.2	3	13	8
37	Nc1c(Cl)ncnc1N1CCOCC1	0	-1.5	6	13	-4

entry	HCT116 PTEN-null	Phagocyt inh	HCT116 bCat-KO	E-sel TNF inh	Yeast growth inh
6	35	-7	41	.	-7
13	75	.	78	-50	-33
32	96	-6	91	.	-29
34	2.0*	-11	2.7*	-7	-69
37	94	.	98	29	-13

(next part)
entry	compound	GALR2 blocker	MRP1 act	NPY-Y2 antag	Measles CPE	Yeast life ext
41	Cc1onc(-c2ccccc2)c1C(=O)Nc1ccccc1C#N	-5	-3.4	-2	4	-8
42	CCN(CC)S(=O)(=O)c1ccc2oc(C(=O)NCCCN3CCOCC3)c(C)c2c1	-5	-2.4	1	5	-8
43	Cc1ccc(CN2CCN(CC(=O)NC(C)c3ccc4c(c3)OCCO4)C2=O)cc1 (stereo unspecified)	-4	0.7	4	12	-12
44	Cc1nn(C)cc1CNC(=O)c1cnn2c1NC(c1ccc(Br)cc1)CC2C(F)(F)F (stereo unspecified)	11	1.4	1	36	-5
45	Cc1ccc2c(C)nc(Nc3nc(CSc4nnnn4-c4ccccc4)cc(=O)[nH]3)nc2c1	-1	-6.0	3	5	-20
46	N#CC(C(=O)Nc1ccc(Cl)c(Cl)c1)=C1Nc2ccccc2N1	0	-5.5	-3	23	-1
47	CCCCNC(=O)CC1N=C2c3ccccc3N=C(SCC(=O)Nc3cccc(C)c3)N2C1=O (stereo unspecified)	-9	-1.2	-2	3	-18
48	CCCCCOCC1CC(C/C(C)=N/NC(N)=S)C(=O)O1 (stereo unspecified)	-2	-4.0	2	8	-2
49	Cc1ccc2c(c1)C(c1ccccc1)N(C(=O)c1ccc(S(=O)(=O)N3CCOCC3)cc1)CC(=O)N2 (stereo unspecified)	12	-1.2	1	3	-1

entry	HCT116 PTEN-null	Phagocyt inh	HCT116 bCat-KO	E-sel TNF inh	Yeast growth inh
41	105	0	98	.	-33
42	99	-2	100	5	10
43	95	1	94	.	-67
44	93	0	87	.	-10
45	3.3*	-1	2.7*	-70	-35
46	44	-2	70	-7	-13
47	105	.	95	-4	-32
48	97	-6	99	7	-21
49	92	0	95	.	-12

An unsorted share of the library. Share with any hit: about 6.1%.
